TexasRed fluor = Total Fluorescence Counterscreen for Inhibitors of the Interaction of Thyroid Hormone Receptor and Steroid Receptor Coregulator 2; TRb/SRC2 Texas Red total fluorescence interference; Potency, µM (highest dose often 106 µM), inactives show at the highest dose fluorescence change, negative = quenching; actives 0.29% (n = 280,000); AID 1479, 2009; active = well fitted curve in either direction with a large enough effect; inconclusive = small, poorly fitted or top-dose-only effect
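Human TRβ ligand-binding domain (0.6 uM) and Texas Red SRC2 peptide (20 nM) in Tris buffer with 1 uM T3 and 5% DMSO were incubated with pinned compound for 5 hr at ambient temperature. Total fluorescence was computed as S + 2P (555/632 nm).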
GAA glycogen = qHTS Assay for Inhibitors and Activators of Human alpha-Glucosidase Cleavage of Glycogen; actives 0.38% (n = 300,000); recombinant GAA, glycogen substrate, Amplex Red glucose oxidase fluorescence; Lysosomal alpha-glucosidase (Homo sapiens), P10253; Potency, µM (top dose mostly 76.4 µM), without a hit: at the top dose activity change, negative = inhibition, hits mostly inhibitors;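 also: 0% = full enzyme reaction and -100% = no-enzyme basal signal; the screen sought inhibitors and activators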
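Recombinant human enzyme (4 nM); glycogen substrate; 37 C, 40 min, pH 5.0. Readout: coupled glucose oxidase/Amplex Red fluorescence.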
GAA inhib = qHTS Assay for Inhibitors of Human alpha-Glucosidase as a Potential Chaperone Treatment of Pompe Disease; Lysosomal alpha-glucosidase (Homo sapiens), P10253; purified human GAA, 4-MU-alpha-glucoside fluorescence; Potency, µM (doses to about 76.9 µM), for the others: at the top dose activity change, negative = inhibition, most hits filed as inhibitors; actives 0.005% (n = 200,000);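 also: plate controls were uninhibited enzyme wells for no effect and no-enzyme background for full effect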
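qHTS format, compound range up to 77 uM. Human lysosomal enzyme at 4 nM, 400 uM 4-MU glucoside substrate, pH 5.0, 20 min room temperature; fluorescence after alkaline stop gives activity normalized to controls.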
L3MBTL1 block = qHTS Assay for the Inhibitors of L3MBTL1; Lethal(3)malignant brain tumor-like protein 1 (Homo sapiens), Q9Y468; AlphaScreen L3MBTL1–H3K9me1 peptide binding; Potency, µM (highest dose often 57.1 µM), for inactives: at the top dose activity, negative = inhibition, hits mostly inhibitors; actives 0.66% (n = 230,000); AID 485360, 2010; also: nearly all actives have a fitted effect of over 60% in size
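First, the protein-peptide complex forms for 30 min at room temperature (L3MBTL1 50 nM, biotinylated H3K9me1 peptide 75 nM). Next, compounds are pin-transferred and incubated 30 min. Finally, AlphaScreen beads are added and read after 30 min.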
RGS12 GoLoco inh = qHTS Assay for Inhibitors of RGS12 GoLoco Motif Activity (Red Fluorophore); Gai1:RGS12 GoLoco peptide FP, rhodamine, 10 min; actives 0.44% (n = 230,000); Potency, µM (highest dose often 61.6 µM), for the others: at the highest dose activity, negative = inhibition, hits mostly inhibitors; active = well fitted inhibition curve with a large enough effect, not every such curve was filed as active; inactive = no such curve, though single readings can be large or run the other way; also: nearly all actives have a fitted effect of over 30% in size; many of its hits are not listed in these tables
Target sequence (P63096 whole entry, looked up): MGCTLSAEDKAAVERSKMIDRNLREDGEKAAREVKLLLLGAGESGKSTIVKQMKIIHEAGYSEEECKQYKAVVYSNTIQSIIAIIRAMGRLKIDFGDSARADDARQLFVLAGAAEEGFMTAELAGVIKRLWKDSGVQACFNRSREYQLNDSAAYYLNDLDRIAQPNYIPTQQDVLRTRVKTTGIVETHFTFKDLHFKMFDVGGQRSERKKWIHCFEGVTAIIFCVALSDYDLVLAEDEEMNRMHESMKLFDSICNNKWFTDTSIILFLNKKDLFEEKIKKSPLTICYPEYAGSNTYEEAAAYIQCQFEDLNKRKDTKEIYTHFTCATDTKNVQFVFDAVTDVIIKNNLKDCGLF
TRb SRC2 PPI = qHTS for Inhibitors of the Interaction of Thyroid Hormone Receptor and Steroid Receptor Coregulator 2; Thyroid hormone receptor beta (Homo sapiens), P10828; TRbeta-SRC2 peptide binding, fluorescence polarization; receptor liganded with 1 µM T3; Potency, µM (doses to about 106 µM), for the others: at the highest dose activity change, negative = inhibition, most hits filed as inhibitors; actives 0.065% (n = 280,000); AID 1469, 2008;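 also: plate controls were bound peptide for no effect and peptide without receptor for full effect; nearly all actives have a fitted effect of over 50% in size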
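Human TRb LBD (0.6 uM) plus Texas Red-labeled SRC2 peptide (20 nM), 1uM T3, 5% DMSO, 5 hr at ambient temperature. Decreased polarization (555/632 nm) flags inhibition; data normalized to free and bound peptide controls.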
RECQ1 inh = qHTS Assay for Inhibitors of RecQ-Like Dna Helicase 1 (RECQ1); ATP-dependent DNA helicase Q1 (Homo sapiens), P46063; RECQ1 DNA unwinding, red fluorescence kinetic read; Potency, µM (titrated, usually from 57.3 µM), without a hit: at the top dose activity, negative = inhibition, most hits filed as inhibitors; actives 0.54% (n = 240,000);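 also: plate controls were vehicle for no effect and no enzyme for full effect; nearly all actives have a fitted effect of over 30% in size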
Target sequence (P46063 whole entry, looked up): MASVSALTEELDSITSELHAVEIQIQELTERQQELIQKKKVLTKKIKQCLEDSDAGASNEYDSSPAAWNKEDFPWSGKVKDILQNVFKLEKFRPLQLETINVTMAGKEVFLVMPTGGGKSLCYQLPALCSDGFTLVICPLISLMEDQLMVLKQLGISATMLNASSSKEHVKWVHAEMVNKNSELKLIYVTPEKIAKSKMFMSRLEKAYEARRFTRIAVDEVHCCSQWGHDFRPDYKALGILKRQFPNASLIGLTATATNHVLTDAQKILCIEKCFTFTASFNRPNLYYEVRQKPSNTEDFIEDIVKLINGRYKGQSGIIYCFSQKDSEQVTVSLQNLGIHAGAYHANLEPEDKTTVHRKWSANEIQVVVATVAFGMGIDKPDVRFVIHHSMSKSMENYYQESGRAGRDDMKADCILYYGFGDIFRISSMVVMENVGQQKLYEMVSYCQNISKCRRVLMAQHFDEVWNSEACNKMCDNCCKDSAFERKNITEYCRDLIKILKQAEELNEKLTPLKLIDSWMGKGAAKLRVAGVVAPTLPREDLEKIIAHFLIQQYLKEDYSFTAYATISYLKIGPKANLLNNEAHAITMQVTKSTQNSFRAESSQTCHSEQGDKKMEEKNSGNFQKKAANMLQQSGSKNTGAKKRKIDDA
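50 nM RECQ1T1 preincubated 15 min with compound in Tris pH 8.0 buffer with MgCl2, DTT, Tween-20 and 2.5 ug/ml poly(dI-dC); started with 200 nM TAMRA/BHQ-2 forked duplex and 2 mM ATP. Unwinding read as fluorescence (525/598 nm), two reads 2 h apart.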
aGlu spleen mod = qHTS Assay for Inhibitors and Activators of Human alpha-Glucosidase From Spleen Homogenate; Lysosomal alpha-glucosidase (Homo sapiens), P10253; human spleen homogenate, 4-MU-alpha-glucoside fluorescence; Potency, µM (titrated, usually from 79.9 µM), without a hit: top-dose activity change, negative = inhibition, most hits filed as inhibitors; actives 0.006% (n = 240,000); AID 2112, 2009;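 also: 0% = enzyme with vehicle and -100% = no enzyme basal signal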
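Compounds were titrated against alpha-glucosidase in spleen homogenate at pH 5.0, with 1 mM 4-methylumbelliferyl substrate for 40 min at 37 C. Reactions were quenched with pH 10 NaOH/glycine and fluorescence measured.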
Active calls of the source: *; i = inactive; ? = inconclusive; · = not tested or not shown; & = joins results of further samples; [ ] = another dose, or the depositor's remark. Unless noted, calls follow the shape of the dose curve; as a rule, active = well fitted curve in the direction sought with a large enough effect; inconclusive = small, poorly fitted or top-dose-only effect, or another doubt; inactive = no such curve, though single readings can be large; an effect the other way counts as inactive or inconclusive. Unless noted, % is scaled to controls: 0 for no effect and ±100 for the full control effect; potency is read from the fitted curve at half-maximal effect. Not all compounds are listed. The share of hits here may be higher or lower than overall.

SMILES | TexasRed fluor | GAA glycogen | GAA inhib | L3MBTL1 block | RGS12 GoLoco inh | TRb SRC2 PPI | RECQ1 inh | aGlu spleen mod
OCC1(Cc2ccccc2)CCCN(Cc2cn[nH]c2-c2ccccc2)C1 (centres undefined) | -4% | -7% | -15% | -9% | 12% | 5% | 2% | 1%
COC(=O)c1ccc(NC(=O)CCOc2ccccc2)cc1 | -2%&-1% | -12% | -3% | -2% | 7% | -1%&-5% | i | -1%
N/C(=N\OC(=O)CCCOc1ccc(Cl)cc1Cl)c1ccccn1 | 0% | -6% | -12%[15.4 µM] | 4% | -3% | -1% | -12% | -18%
CC1CC=CC2C1C(=O)N(Cc1ccccc1)C2c1ccc(-c2cc3ccccc3s2)cc1F (centres undefined) | 0% | · | · | · | · | 6% | 14% | 4%
O=C(Cn1c(C(F)(F)F)nc2ccccc21)c1ccccc1 | 0% | -1% | -5% | 5% | 5% | -23% | i | -14%
O=C1C2C3C=CC(C3)C2C(=O)N1CNc1ccccc1 (centres undefined) | -6% | -2% | -6% | · | 5% | 13% | -3% | -10%
C[C@@H]1CN=C2N(CCNC(=O)CCC3CCCCC3)[C@H](Cc3ccc(O)cc3)CN21 | 0% | -7% | · | 3% | -7% | -1% | -3% | 6%
CCC(=O)N(C)CCc1cc2c(c(OC)c1/C=N/NC(=O)[C@H]1C[C@@H]1c1ccccc1)OCO2 | -1% | -4% | · | -5% | 9% | 2% | -3% | -12%
COc1ccc(Cc2nc(-c3ccccc3)no2)cc1 | 5% | -9% | 2% | 64%[activator] | 8% | 0% | i | -5%
O=C(c1ccc(S(=O)(=O)NCC2CCCO2)cc1)N1CCN(c2ccccc2)CC1 (centres undefined) | 0% | 5% | -1% | 3% | 9% | 9% | 13% | -4%
CCOC(=O)Cc1c(C)nc2c(C#N)c(C)nn2c1C | 1% | 4% | 1% | 5% | 0% | 0% | -2% | -9%
CCOc1cc(NC(=O)C2CCCO2)c(OCC)cc1NC(C)=O (centres undefined) | 16% | -1% | -4% | -3%[11.4 µM] | -13% | -27% | 3% | -8%
CCOc1ccc2nc(NC(=O)c3cccnc3)sc2c1 | -1% | 17% | -7% | 3% | 7% | 6% | -10% | -2%
COc1cc(NC(=O)c2c(F)c(F)c(F)c(F)c2F)c(OC)cc1Cl | 0% | -8% | -4% | 10% | -6% | -9% | i | -6%
O=C(c1cnn2c(C(F)(F)F)cc(-c3ccccc3)nc12)N1CCCCC1c1cccnc1 (centres undefined) | -1% | 18% | 5% | 0% | 12% | 4% | i | -6%
CN(C)c1ccc(-c2nnc(SCC3CCCO3)n2C)cc1 (centres undefined) | -3% | -21% | -15% | 46%[activator] | -16% | -3% | -11% | -5%
O=C(NCCO)c1ccc(Oc2ccc(C(F)(F)F)cc2[N+](=O)[O-])cc1 | -1% | -1% | 3% | -5% | 3% | -5% | i | 7%
COc1ccc(NC(=O)CN(C)S(=O)(=O)c2cccc3nsnc23)cc1OC | -2% | 4% | -4% | 0% | 3% | 2% | -2% | -10%
CCc1cc(C(=O)c2ccc(C)cc2)c(NC(=O)CCl)s1 | -1% | -7% | 5% | 35µM* | 1% | -4% | -4% | -3%
COc1ccc(C2=CC(=O)CC(c3ccc(OC)cc3)C2)cc1 (centres undefined) | 0% | 9% | -6% | 0% | 13% | -9% | 1% | 6%
CC(=O)O[C@H]1C[C@@]2(C)[C@@H](C[C@@H](O)[C@H]3[C@@]4(C)CC[C@@H](O)[C@@H](C)C4CC[C@@]32C)/C1=C(\CCC=C(C)C)C(=O)O (some centres undefined) | 2% | -4% | ? | 1% | 18% | 6% | 1% | 4%
Cc1ccc(/C=N/c2sc(Cc3ccccc3)c(C)c2C(N)=O)o1 | -2% | -12% | -7% | -17% | 6% | 3% | i | 0%
Cn1nc([N+](=O)[O-])nc1Sc1nnc(-c2ccccc2)o1 | -2% | -3% | 8% | · | 3% | 7% | 0% | -7%
O=C(Nc1ccc(/C=C/c2nc3ccccc3o2)cc1)c1cccc(C(F)(F)F)c1 | -4% | -8% | -7% | 11% | · | 1% | -4% | -4%
CC1Oc2ccccc2N(Cc2ccccc2Cl)C1=O (centres undefined) | 0% | 2% | 2% | 19%[11.4 µM] | 0% | 3% | 0% | -1%
CC1CC(C)CN(C(=O)Cn2c(=O)n(CCCCC(=O)NCc3ccco3)c(=O)c3ccccc32)C1 (centres undefined) | 3% | 4% | -7% | · | 0% | -10% | 6% | 3%
CCOc1ccc(-c2nnn(CC(=O)NCc3ccc(F)cc3)n2)cc1OCC | -2% | 0% | 5% | 10% | -8% | -3% | 11% | 7%
O=S(=O)(CCc1ccccc1)c1ccccc1 | -2% | · | · | · | 0% | 3% | i | 1%
O=C1/C(=C/c2cccs2)Sc2ccccc21 | -4% | 0% | 4% | -5% | 50%[activator] | -7% | -19% | 11%
CC(C)Oc1cccc(C(=O)C2CCCN(Cc3ccc(Oc4ncccn4)cc3)C2)c1 (centres undefined) | -3% | -4% | ? | -6% | -12% | -2% | i | -16%
COc1ccc(C(=O)NC2CCCCCC2)cc1S(=O)(=O)N1CCCc2ccccc21 | 1% | -8% | -5% | · | 13% | 4% | -11% | -2%
CC1CC(C)CN(C(=O)COC(=O)c2cc3ccccc3cc2O)C1 (centres undefined) | 1% | 3% | -6% | 2% | 3% | 3% | -5% | -7%
CCc1cccc2c(C(=O)COC(=O)c3cccc(S(=O)(=O)N(C)C4CCCCC4)c3)c[nH]c12 | 0% | 4% | -3% | -10% | 0% | -1% | -16% | -11%
CC(C)(C)c1ccc(COn2c(=O)c(-c3ccco3)[n+]([O-])c3ccccc32)cc1 | -2% | -9% | -12% | · | 8% | -17% | i | -4%
COc1ccc(NC(=O)CSc2nc3[nH]ncc3c(=O)n2-c2ccccc2OC)cc1OC | 1% | 0% | -4% | -2% | 11% | 7% | 5% | 1%
Oc1ccc(CN2CCCCC2)nc1-c1ccccc1 | -4% | -10% | -2% | -6% | -8% | 6% | i | 2%
CC1CCCN(S(=O)(=O)c2ccc(N(C(=O)c3cnccn3)C(C(=O)NC3CCCCC3)c3cccs3)cc2)C1 (centres undefined) | 1% | 8% | -8% | -8% | -3% | 0% | 1% | 3%
COc1ccc(C(=O)C2CCCN(Cc3cnc(N4CCOCC4)s3)C2)cc1F (centres undefined) | 1% | -13% | · | -7% | -9% | 2% | -6% | 1%
COc1cc(/C=N/N=C(\N)c2nonc2N)cc(OC)c1O | -3% | 7% | · | 4% | -17% | 0% | 8% | -1%
COc1ccc(NC(=O)Nc2ccccc2)cc1S(=O)(=O)N1CCCCC1 | -2% | 23% | -7% | 7% | 1% | 2% | -7% | -8%
Cc1nnc(SCc2ccc(Cl)cc2)n1CC1CCCO1 (centres undefined) | -3% | 3% | 3% | 16% | -1% | -6% | i | -7%
Cc1cc(C)c2sc(N)nc2c1 | -4% | -6% | -8% | · | 10% | -5% | i | 0%
COc1cc2c(cc1NCc1ccccn1)oc1ccccc12 | -3% | ? | -4% | -12% | 7% | -14% | -5% | -5%

Structural class, the compounds so far with fluorine
SMILES | TexasRed fluor | GAA glycogen | GAA inhib | L3MBTL1 block | RGS12 GoLoco inh | TRb SRC2 PPI | RECQ1 inh | aGlu spleen mod
CC1CC=CC2C1C(=O)N(Cc1ccccc1)C2c1ccc(-c2cc3ccccc3s2)cc1F (centres undefined) | 0% | · | · | · | · | 6% | 14% | 4%
O=C(Cn1c(C(F)(F)F)nc2ccccc21)c1ccccc1 | 0% | -1% | -5% | 5% | 5% | -23% | i | -14%
COc1cc(NC(=O)c2c(F)c(F)c(F)c(F)c2F)c(OC)cc1Cl | 0% | -8% | -4% | 10% | -6% | -9% | i | -6%
O=C(c1cnn2c(C(F)(F)F)cc(-c3ccccc3)nc12)N1CCCCC1c1cccnc1 (centres undefined) | -1% | 18% | 5% | 0% | 12% | 4% | i | -6%
O=C(NCCO)c1ccc(Oc2ccc(C(F)(F)F)cc2[N+](=O)[O-])cc1 | -1% | -1% | 3% | -5% | 3% | -5% | i | 7%
O=C(Nc1ccc(/C=C/c2nc3ccccc3o2)cc1)c1cccc(C(F)(F)F)c1 | -4% | -8% | -7% | 11% | · | 1% | -4% | -4%
CCOc1ccc(-c2nnn(CC(=O)NCc3ccc(F)cc3)n2)cc1OCC | -2% | 0% | 5% | 10% | -8% | -3% | 11% | 7%
COc1ccc(C(=O)C2CCCN(Cc3cnc(N4CCOCC4)s3)C2)cc1F (centres undefined) | 1% | -13% | · | -7% | -9% | 2% | -6% | 1%
